Bim-Bcl-XL: inhibitors of Bim-Bcl-XL binding, primary screen, biochemical, multiplexed, bead flow cytometry, human Bcl-XL. Bcl-2-like protein 1 (Homo sapiens), Q07817. Bim peptide-Bcl-XL binding, fluorescence. inhibition, % at 10 µM. 190,000 tested, 0.04% active. AID 1007, 2008
Mcl1 Noxa PPI: Mcl-1/Noxa binding inhibitors, primary screen, biochemical, TR-FRET, 1536-well; Induced myeloid leukemia cell differentiation protein Mcl-1 (Homo sapiens), Q07820; inhibition, % at 21.7 µM; 220,000 tested, 1.5% active; TR-FRET Mcl-1/Noxa peptide binding, 2 h; AID 1022, 2008;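 active = compounds that cut the protein-peptide binding signal by more than 50% relative to plate controls in a single-dose test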;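 note: His-tagged Mcl-1 with rhodamine Noxa BH3 peptide and terbium anti-His antibody; 0% = Mcl-1 plus Noxa peptide wells and 100% = peptide-only wells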
Target sequence (Q07820 whole entry, looked up): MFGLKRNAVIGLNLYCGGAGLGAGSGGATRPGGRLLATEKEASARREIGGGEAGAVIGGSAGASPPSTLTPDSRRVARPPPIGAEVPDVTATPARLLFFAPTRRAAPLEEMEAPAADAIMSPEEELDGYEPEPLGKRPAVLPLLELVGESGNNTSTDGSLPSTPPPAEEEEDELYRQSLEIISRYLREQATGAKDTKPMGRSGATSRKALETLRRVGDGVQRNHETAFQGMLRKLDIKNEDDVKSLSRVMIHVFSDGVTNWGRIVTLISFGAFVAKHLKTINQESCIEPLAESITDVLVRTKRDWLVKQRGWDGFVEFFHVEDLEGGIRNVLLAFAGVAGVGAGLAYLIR
Mcl1 Bid PPI: Mcl-1/Bid binding inhibitors, primary screen, biochemical, TR-FRET, 1536-well; TR-FRET Mcl-1/Bid-Dy647 peptide binding; 220,000 tested, 0.97% active; inhibition, % at 21.7 µM; Induced myeloid leukemia cell differentiation protein Mcl-1 (Homo sapiens), Q07820;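 active = compounds that cut the binding signal by more than half at the single screening dose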;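 note: His-tagged Mcl-1 with europium anti-His antibody binding Bid BH3 peptide; 0% = Mcl-1 plus peptide wells and 100% = peptide-only wells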
Bim-Bcl-2: inhibitors of Bim-Bcl-2 binding, primary screen, biochemical, multiplexed, human Bcl-2 family | Apoptosis regulator Bcl-2 (Homo sapiens), P10415 | Bead-based flow cytometry, Bim peptide-Bcl-2 binding | inhibition, % at 10 µM | 190,000 tested, 0.06% active | AID 950, 2007; in the data active = inhibition above about 40%; inconclusive = no clear call, values can overlap the other calls;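 note: 0% = no compound wells with probe peptide and 100% = reference peptide inhibitor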
Target sequence (P10415 whole entry, looked up): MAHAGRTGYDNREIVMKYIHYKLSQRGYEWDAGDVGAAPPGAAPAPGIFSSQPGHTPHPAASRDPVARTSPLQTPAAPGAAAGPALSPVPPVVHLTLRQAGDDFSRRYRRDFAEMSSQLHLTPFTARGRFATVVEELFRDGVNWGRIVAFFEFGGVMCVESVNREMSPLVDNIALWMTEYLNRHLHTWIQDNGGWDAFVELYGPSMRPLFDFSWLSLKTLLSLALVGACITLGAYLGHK
RGS4-Gao reg: modulators of RGS4 binding to Galphao, primary screen, biochemical, multiplexed bead flow cytometry | actives lie on both sides | 220,000 tested, 0.33% active | AID 1415, 2008 | binding response (% of control), % at 10 µM | Guanine nucleotide-binding protein G(o) subunit alpha (Homo sapiens), P09471; in the data active = binding response below about 49% or above about 150%; inactive = in between;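 note: fluorescent Galphao activated with aluminum fluoride binding bead-coupled RGS4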
Target sequence (P09471 whole entry, looked up): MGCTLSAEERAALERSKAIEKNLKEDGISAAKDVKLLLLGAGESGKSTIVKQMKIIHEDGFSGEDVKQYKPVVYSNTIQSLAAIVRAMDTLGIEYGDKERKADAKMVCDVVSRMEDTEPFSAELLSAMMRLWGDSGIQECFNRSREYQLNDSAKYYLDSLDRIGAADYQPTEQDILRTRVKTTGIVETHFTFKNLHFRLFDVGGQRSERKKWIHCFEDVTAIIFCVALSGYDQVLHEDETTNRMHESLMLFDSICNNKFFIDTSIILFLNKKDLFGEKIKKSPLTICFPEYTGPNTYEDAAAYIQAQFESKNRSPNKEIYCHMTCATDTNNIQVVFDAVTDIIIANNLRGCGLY
Bim-Mcl-1: inhibitors of Bim peptide binding to Mcl-1, primary screen, biochemical, bead-based flow cytometry, multiplex; Bim peptide-Mcl-1 binding; 190,000 tested, 0.1% active; AID 1009, 2008; Induced myeloid leukemia cell differentiation protein Mcl-1 (Homo sapiens), Q07820; inhibition, % at 10 µM;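 note: 0% = no compound tracer wells and 100% = peptide blocker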
Bim-Bcl-B: inhibitors of Bim-Bcl-B binding, primary screen, biochemical, multiplexed, human Bcl-2 family; Bcl-2-like protein 10 (Homo sapiens), Q9HD36; bead-based flow cytometry, Bim peptide-Bcl-B binding; inhibition, % at 10 µM; 190,000 tested, 0.073% active; AID 951, 2007;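 note: 0% = tracer peptide without compound and 100% = reference inhibitor peptide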
RGS8-Gao reg: RGS8-Galphao binding modulators, primary screen, biochemical, multiplexed bead flow cytometry; Guanine nucleotide-binding protein G(o) subunit alpha (Homo sapiens), P09471; actives lie on both sides; response (percent of control binding), % at 10 µM; 220,000 tested, 0.34% active; AID 1423, 2008; in the data active = response below about 60% or above about 140%; inactive = in between;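 note: Galphao activated as the GDP aluminium fluoride complex binding bead-coupled RGS8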
RGS7-Gao: RGS7-Galphao binding modulators, primary screen, biochemical, multiplexed bead flow cytometry. actives lie on both sides. binding response (% of control), % at 10 µM. 220,000 tested, 0.35% active. AID 1439, 2008; in the data active = binding response below about 49% or above about 150%; inconclusive = no clear call, values can overlap the other calls; inactive = in between;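 note: fluorescent Galphao held in activated GDP-AlF4 state binding bead-coupled RGS7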
Bcl-W Bim block: inhibitors of Bim binding to Bcl-W, primary screen, biochemical, multiplexed, bead-based flow cytometry. Bcl-2-like protein 2 (Homo sapiens), Q92843. Bim peptide-Bcl-W binding. inhibition, % at 10 µM. 190,000 tested, 0.02% active;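 note: 0% = bound tracer without compound and 100% = peptide blocker; higher means less fluorescent Bim peptide bound to Bcl-W beads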
Bfl-1 Bim block: inhibitors of Bim binding to Bfl-1, primary screen, biochemical, multiplexed, bead-based flow cytometry; 190,000 tested, 0.12% active; Bcl-2-related protein A1 (Homo sapiens), Q16548; Bim-Bfl-1 binding inhibition; inhibition, % at 10 µM; AID 1008, 2008;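 note: 0% = wells without compound plus tracer and 100% = blocker peptide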
Active calls of the source: *; ? = inconclusive; / = not tested or not shown. Cut-off read from the data, not from the text of the source, unless noted: active = inhibition above about 40%.

The opening four compounds as a preview:
SMILES	Bim-Bcl-XL	Mcl1 Noxa PPI	Mcl1 Bid PPI	Bim-Bcl-2	RGS4-Gao reg	Bim-Mcl-1	Bim-Bcl-B	RGS8-Gao reg	RGS7-Gao	Bcl-W Bim block	Bfl-1 Bim block
Cc1ccc(NS(=O)(=O)c2cc(NC(=O)c3cc(=O)[nH]c(=O)[nH]3)ccc2Cl)c(C)c1	/	7.0	5.4	/	84.9	/	/	87.7	?	/	/
Cc1noc(C)c1C(=O)N1CCc2ccccc2C1	-4.0	16.3	-1.5	-4.0	102.7	-5.0	-7.0	101.1	103.8	-3.0	-9.0
O=C(NCCC(c1ccccc1)c1ccccc1)c1cccs1	-7.0	-0.9	6.2	-7.0	100.8	-1.0	-7.0	103.0	103.0	-3.0	-12.0
CCCCOc1ccc(C2C3CN(C(=O)OCC)CC=C3C(C#N)=C(N)C2(C#N)C#N)cc1OC (configuration not stated)	-9.0	14.5	-9.1	-5.0	88.8	-2.0	-7.0	96.9	97.3	0.0	-8.0

Results (from the top)
SMILES	Bim-Bcl-XL	Mcl1 Noxa PPI	Mcl1 Bid PPI	Bim-Bcl-2	RGS4-Gao reg	Bim-Mcl-1	Bim-Bcl-B	RGS8-Gao reg	RGS7-Gao	Bcl-W Bim block	Bfl-1 Bim block
Cc1ccc(NS(=O)(=O)c2cc(NC(=O)c3cc(=O)[nH]c(=O)[nH]3)ccc2Cl)c(C)c1	/	7.0	5.4	/	84.9	/	/	87.7	?	/	/
Cc1noc(C)c1C(=O)N1CCc2ccccc2C1	-4.0	16.3	-1.5	-4.0	102.7	-5.0	-7.0	101.1	103.8	-3.0	-9.0
O=C(NCCC(c1ccccc1)c1ccccc1)c1cccs1	-7.0	-0.9	6.2	-7.0	100.8	-1.0	-7.0	103.0	103.0	-3.0	-12.0
CCCCOc1ccc(C2C3CN(C(=O)OCC)CC=C3C(C#N)=C(N)C2(C#N)C#N)cc1OC (configuration not stated)	-9.0	14.5	-9.1	-5.0	88.8	-2.0	-7.0	96.9	97.3	0.0	-8.0
O=C(CN1C(=O)C2CC=CCC2C1=O)Nc1ccc(S(=O)(=O)NC2=NCCCCC2)cc1 (configuration not stated)	-2.0	3.9	-36.9	-3.0	104.1	-2.0	-3.0	100.7	103.3	-2.0	-4.0
O=C(N/N=C/c1cccc(O)c1)c1ccc(COc2ccc3c(c2)CCC3)o1	-5.0	19.0	-4.6	-11.0	103.1	0.0	-7.0	102.4	105.8	0.0	-11.0
CCOc1ccc(/C=N/NC(=O)c2ccc(CSc3nc4ccccc4[nH]3)cc2)cc1	-2.0	2.7	-11.4	0.0	97.6	0.0	-3.0	85.9	98.7	-1.0	0.0
CC(C)CC[n+]1ccn(-c2nc3ccccc3nc2[N-]S(=O)(=O)c2ccccc2)c1	-2.0	9.1	-18.3	-4.0	97.9	-1.0	0.0	99.9	96.5	0.0	-2.0
COc1ccc(CNC(=O)CN(C(=O)CCC(=O)Nc2ccccn2)c2ccccc2OC)cc1	-7.0	-16.7	-11.1	-10.0	100.8	-4.0	-10.0	99.7	101.6	-2.0	-21.0
CC(=O)c1ccc(N2CCN(c3ccc(S(=O)(=O)NCCN(C)C)cc3[N+](=O)[O-])CC2)cc1	/	5.5	-32.6	/	104.5	/	/	103.3	?	/	/
c1nnnn1C12CC3CC(CC(C3)C1)C2	-2.0	7.7	3.9	-12.0	99.5	-4.0	-7.0	102.5	101.7	1.0	-9.0
O=C(O)c1ccccc1C(=O)Nc1cccc([N+](=O)[O-])c1	/	7.0	7.3	/	124.6	/	/	118.0	?	/	/
O=C(Cn1nnc2ccccc2c1=O)NCc1ccc(Cl)cc1	-2.0	-3.8	-2.2	-1.0	97.5	0.0	-4.0	98.6	97.7	-1.0	-4.0
CCc1ccc(C(=O)Nc2cc3c(cc2Cl)OCCCO3)cc1	-3.0	7.5	-22.8	1.0	101.3	0.0	-1.0	101.8	103.9	0.0	-1.0
O=C(CSc1ncn[nH]1)c1ccc2c(c1)OCCO2	8.0	23.2	-4.9	2.0	88.9	10.0	6.0	81.0	92.9	7.0	9.0
CCN(CC)C(=O)CSc1nnc(CNc2ccc(F)cc2)n1Cc1ccco1	-1.0	-1.6	-34.6	0.0	99.8	-4.0	-5.0	98.9	97.2	-2.0	-1.0
Cc1cccc(OCCc2c(C)[nH]c(=S)[nH]c2=O)c1	-4.0	-0.8	-45.9	-6.0	100.4	-4.0	-12.0	96.2	95.0	0.0	-4.0
COc1ccccc1NC(=O)CSCC(N)=O	-9.0	-15.2	5.5	-8.0	100.0	-4.0	-10.0	100.5	103.8	3.0	-7.0
COc1ccc(N(C)S(=O)(=O)c2ccc3c(c2)oc(=O)n3C)cc1	-9.0	9.1	-1.3	-11.0	101.3	-4.0	-11.0	102.9	102.7	3.0	-10.0
Cc1ccc(C)c(NC(=O)CSc2nc(C)cc(C)c2C#N)c1	0.0	0.3	-16.8	4.0	101.3	3.0	1.0	101.9	99.9	2.0	3.0
CC(C)(C)C(=O)Oc1ccc2cc(-c3ccc4ccccc4n3)c(=O)oc2c1	-2.0	9.3	6.0	0.0	92.8	-3.0	1.0	91.3	92.6	1.0	-3.0
OC(COc1ccccc1)CN1CCN(c2ncccn2)CC1 (configuration not stated)	-5.0	-17.9	-14.3	-1.0	111.4	-3.0	-3.0	118.7	110.2	-4.0	0.0
COc1ccc(-c2nnc(NC(=O)CSc3ccccc3)s2)cc1OC	-12.0	13.8	19.2	-7.0	105.7	7.0	-10.0	101.6	106.2	-11.0	-7.0
O=C(O)c1ccc(Cl)c(S(=O)(=O)NCC2CCCO2)c1 (configuration not stated)	2.0	12.9	5.0	-3.0	104.9	0.0	-5.0	104.3	105.5	4.0	-5.0
Cc1onc(-c2c(Cl)cccc2Cl)c1C(=O)c1c[nH]c(C(=O)NCCCN2CCOCC2)c1	4.0	16.9	-13.2	4.0	98.2	2.0	4.0	99.2	98.1	4.0	1.0
CC(C)[C@H](NC(=O)c1ccccc1)C(=O)OCC(=O)NCCc1ccc(F)cc1	-3.0	7.7	-4.1	-4.0	97.3	-3.0	-2.0	100.2	96.9	-1.0	-1.0
CC1CN(CCC(=O)Nc2ccc3c(c2)OCO3)CC(C)O1 (configuration not stated)	-11.0	4.8	12.6	0.0	102.5	-4.0	0.0	106.5	100.3	-9.0	0.0
COc1ccc(CC(CC(=O)O)C(=O)Nc2ccc(OC)cc2)cc1 (configuration not stated)	-7.0	13.5	-0.3	-11.0	104.6	-4.0	-10.0	102.8	104.7	-3.0	-15.0
CCCCCCCCCCn1ccc(=N)cc1	/	18.2	3.5	/	106.2	/	/	106.3	?	/	/
COc1cc2c(cc1OC)CN(C(=O)CCN1C(=O)C3CCCCC3C1=O)CC2 (configuration not stated)	0.0	-6.5	-27.5	-2.0	100.3	0.0	0.0	100.3	?	0.0	-3.0
CCc1nnc(NC(=O)CCN2C(=O)c3ccccc3C2=O)s1	-10.0	4.8	-8.4	-8.0	108.2	0.0	-6.0	104.2	101.5	-1.0	-11.0
O=C(CCCCCCCC(=O)NCC1CCCO1)NCC1CCCO1 (configuration not stated)	-4.0	10.6	-6.3	-11.0	94.7	-4.0	-1.0	88.7	95.8	-5.0	6.0
CC1(C)Cc2c(c(N3CCOCC3)nc3sc4c(NCc5ccccc5)nnnc4c23)CS1	-6.0	-6.4	-27.2	-7.0	97.1	0.0	-3.0	96.8	99.2	1.0	-7.0
COc1ccccc1OCc1ccc(C(=O)Nc2ccccc2F)cc1	2.0	8.2	-7.8	47.0*	101.2	9.0	63.0*	100.5	104.6	1.0	9.0
Cc1c(Nc2ccc(C=O)cc2)c(=O)n(-c2ccccc2)n1C	-1.0	-5.2	-22.9	-2.0	103.3	-4.0	-2.0	101.5	102.4	0.0	-5.0
CCOc1ccc(C(NC(=O)c2ccco2)c2ccc(OC)c(OC)c2)cc1 (configuration not stated)	1.0	-55.8	-16.4	1.0	117.0	-2.0	-2.0	102.0	110.8	2.0	1.0
CCN(CC)C(=O)C1CCCN(c2ccc([N+](=O)[O-])cc2/C=N/NC(=O)c2ccccc2)C1 (configuration not stated)	0.0	26.7	-18.3	1.0	97.3	2.0	-5.0	117.5	97.8	0.0	4.0
O=C(Cn1c(=O)oc2cc(S(=O)(=O)N3CCCC3)ccc21)NCc1ccc(F)cc1	-3.0	5.9	2.1	-3.0	100.9	1.0	-3.0	103.7	101.7	0.0	-3.0
O=C(CN1CCCCCC1)NCC1CCCO1 (configuration not stated)	0.0	29.0	14.8	2.0	94.6	1.0	-1.0	102.9	97.8	2.0	-3.0
Cc1ccc(-c2nn3c(C)nnc3s2)cc1NC(=O)c1ccc(-c2ccc(Cl)cc2Cl)o1	-13.0	-37.4	18.4	-51.0	91.5	-34.0	-11.0	96.7	94.7	-31.0	6.0
CC1CCC(C(=O)NNC(=O)c2cc(-c3ccco3)[nH]n2)CC1 (configuration not stated)	-6.0	-9.5	-55.3	0.0	99.0	0.0	-2.0	101.3	100.5	-8.0	-6.0
Cc1ccc(C)c2[nH]c(=O)c(CN(CC3CCCO3)S(=O)(=O)c3ccc4c(c3)OCCO4)cc12 (configuration not stated)	1.0	8.9	-16.2	-3.0	101.7	0.0	-1.0	103.4	100.3	-2.0	-1.0
NC(N)=NCCC[C@H](NC(=O)OCc1ccccc1)C(=O)O	0.0	17.3	3.8	0.0	102.0	-1.0	-4.0	101.2	100.6	1.0	-1.0
CCCN1CCN(CCCNC(=O)Cn2ncc3c4ccccc4n(C)c3c2=O)CC1	-8.0	18.2	-2.4	-5.0	98.9	-1.0	-7.0	99.3	98.5	-2.0	-7.0
Cc1ccc2c(c1)c1c(n2C)-c2[nH]ncc2CC1	1.0	25.6	-16.3	-10.0	103.8	0.0	6.0	112.7	101.1	2.0	6.0
COCCn1c(C)cc(C(=O)COc2cccnc2[N+](=O)[O-])c1C	2.0	5.3	-42.2	2.0	100.4	2.0	1.0	102.3	94.4	3.0	0.0

Screening data: PubChem BioAssay, several laboratories
